Screens as filed in PubChem.
NR5A2 inv ag: inverse agonists of human LRH-1 (NR5A2); O00482; HEK293T StAR-luciferase reporter, LRH-1 transfected, 24 h; inhibition, % at 3.6 µM; 360,000 compounds, 0.13% hits; AID 602396;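 active means inhibition above the mean inhibition of all tested compounds plus 3 SD, cut at about 73% in these data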;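 further: 0% = DMSO wells and 100% = reporter-only cells lacking LRH-1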
TWEAK-Fn14 inh: inhibitors of TWEAK-Fn14 interaction signaling. TWEAK-stimulated Fn14 reporter cells, luciferase luminescence, 8 h. inhibition, % at 10 µM. 360,000 compounds, 2% hits; in the data active means inhibition above about 50%
TRAIL sens C8: sensitizes caspase-8 expressing cells to TRAIL. NB7+C8 cells + TRAIL, ATPlite viability luminescence. 360,000 compounds, 1% hits. inhibition (viability loss, TRAIL sensitization), % at 10 µM. AID 624354;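 active means compounds causing at least 50% loss of cell viability in the single-dose screen, relative to plate controls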
TROY signal inh: inhibitors of TROY-dependent NF-kB signaling; inhibition, % at 10 µM; 360,000 compounds, 0.98% hits; Q293 LMP1-TROYcd NF-kB luciferase reporter, 4 h;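 active means compounds whose plate-normalised and pattern-corrected inhibition of the luciferase reporter signal at the single screening dose is 50% or more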
CF NFkB inh: inhibitors of cystic fibrosis induced NF-kB; KKLEB NF-kB-GFP reporter, PAF-induced, GFP fluorescence overnight; inhibition, % at 5 µM; 360,000 compounds, 0.86% hits;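 active means at least 50% inhibition at 5 µM, scaled per plate between neutral and stimulator controls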;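 further: PAF is a Pseudomonas aeruginosa culture filtrate used as stimulus; plate controls were PAF-stimulated DMSO wells for no effect and unstimulated DMSO wells for full effect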
NCOA3 inh: inhibitors of human steroid receptor coactivator 3 (SRC3). Q9Y6Q9. HEK293 GAL4-SRC3 luciferase reporter, luminescence. inhibition, % at 3.6 µM. 360,000 compounds, 0.17% hits;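 active means inhibition above a per-campaign cutoff, the mean of all compounds plus 3 SD, cut at about 60% in these data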;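 further: 0% = DMSO-treated cells and 100% = gossypol-treated cells at 36 µM; higher means less SRC3-driven luciferase light from the GAL4 reporter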
LMP1 NFkB inh: Epstein-Barr LMP1 NF-kappaB reporter inhibition; LMP1-induced NF-kappaB luciferase reporter cells, luminescence; inhibition, % at 12.5 µM; 350,000 compounds, 0.69% hits; AID 504558; in the data active means inhibition above about 41%;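 further: 0% = neutral control wells and 100% = reference inhibitor control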
NCOA1 inh: inhibitors of human steroid receptor coactivator 1 (SRC1) | AID 588354 | inhibition, % at 3.6 µM | 360,000 compounds, 0.12% hits | Q15788 | HEK293 GAL4-SRC1 luciferase reporter, luminescence;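 active means inhibition above the campaign mean plus 3 SD, with each screening campaign given its own cutoff, cut at about 60% in these data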;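 further: 0% = DMSO treated cells and 100% = gossypol at 36 µM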
Target sequence (Q15788 whole entry, looked up, the tested form may be a part): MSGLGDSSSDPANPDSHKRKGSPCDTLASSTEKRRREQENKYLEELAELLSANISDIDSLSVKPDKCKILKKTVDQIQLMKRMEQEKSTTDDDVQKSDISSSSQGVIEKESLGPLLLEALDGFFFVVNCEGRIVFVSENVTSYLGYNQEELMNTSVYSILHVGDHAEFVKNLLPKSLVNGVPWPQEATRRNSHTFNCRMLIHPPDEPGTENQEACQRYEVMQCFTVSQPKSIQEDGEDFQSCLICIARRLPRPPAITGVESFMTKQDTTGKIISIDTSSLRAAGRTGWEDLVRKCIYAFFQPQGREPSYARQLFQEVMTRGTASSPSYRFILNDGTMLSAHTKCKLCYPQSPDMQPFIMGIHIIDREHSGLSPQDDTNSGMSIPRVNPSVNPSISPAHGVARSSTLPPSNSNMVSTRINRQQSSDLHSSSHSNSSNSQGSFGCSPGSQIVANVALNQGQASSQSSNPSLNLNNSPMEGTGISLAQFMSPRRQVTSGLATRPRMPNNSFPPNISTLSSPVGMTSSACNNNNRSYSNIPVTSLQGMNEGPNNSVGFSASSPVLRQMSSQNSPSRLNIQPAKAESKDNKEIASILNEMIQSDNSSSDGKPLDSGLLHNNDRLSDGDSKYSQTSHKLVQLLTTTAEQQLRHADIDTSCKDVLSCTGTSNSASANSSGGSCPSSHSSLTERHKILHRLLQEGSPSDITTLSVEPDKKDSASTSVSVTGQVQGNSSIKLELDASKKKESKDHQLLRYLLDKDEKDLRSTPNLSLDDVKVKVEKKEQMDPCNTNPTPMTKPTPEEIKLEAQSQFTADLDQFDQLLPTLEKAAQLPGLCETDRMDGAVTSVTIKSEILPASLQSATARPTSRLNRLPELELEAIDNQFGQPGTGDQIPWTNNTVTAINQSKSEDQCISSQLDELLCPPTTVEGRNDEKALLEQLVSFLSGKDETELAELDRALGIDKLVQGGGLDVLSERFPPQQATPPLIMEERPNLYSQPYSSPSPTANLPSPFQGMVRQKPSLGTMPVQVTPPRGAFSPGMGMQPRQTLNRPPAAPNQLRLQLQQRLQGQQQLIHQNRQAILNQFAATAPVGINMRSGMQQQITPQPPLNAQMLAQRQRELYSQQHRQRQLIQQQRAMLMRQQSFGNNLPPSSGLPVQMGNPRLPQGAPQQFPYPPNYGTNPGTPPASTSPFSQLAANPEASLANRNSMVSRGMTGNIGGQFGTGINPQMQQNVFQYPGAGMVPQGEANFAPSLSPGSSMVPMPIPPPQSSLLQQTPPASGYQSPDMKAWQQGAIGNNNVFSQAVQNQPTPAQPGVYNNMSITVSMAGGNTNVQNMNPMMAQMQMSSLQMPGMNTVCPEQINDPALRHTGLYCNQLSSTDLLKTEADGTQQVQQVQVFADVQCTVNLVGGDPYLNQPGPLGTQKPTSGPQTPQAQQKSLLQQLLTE
Shn3 inh set2: inhibitors of Schnurri-3 3'UTR reporter in osteoblasts. Clone20 osteoblast Shn3 3'UTR firefly luciferase, 24 h. inhibition, % at 12.5 µM. 360,000 compounds, 0.52% hits. AID 588674;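 active means mean inhibition of at least 75% with every replicate also reaching 75%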;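 further: 0% = median of neutral control wells and 100% = pilot-screen positive control compound; some compounds past the cut are filed as inactive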
NR2F2 inh: inhibitors of human COUP-TFII (NR2F2); HEK293T NGFI-A luciferase reporter, luminescence; inhibition, % at 8.6 µM; 370,000 compounds, 0.7% hits; AID 686940;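 active means inhibition above a per-plate cutoff, mean inhibition of test wells between control levels plus 3 SD, cut at about 38% in these data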;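 further: cells cotransfected with COUP-TFII expression vector driving the NGFI-A reporter; 0% = median of COUP-TF2 test wells and 100% = reporter-only cells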
KKLEB tox: CF airway cell cytotoxicity counter-screen; KKLEB CF airway cells viability, ATPlite luminescence, overnight; hits give low values; cells stimulated with P. aeruginosa culture filtrate; activity change (cytotoxicity), % at 5 µM; 360,000 compounds, 0.36% hits;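 active means corrected activity change at or below -50% at 5 µM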
Starred values were filed as active, the others as inactive; / = no result given. The list is partial. The share of hits here may be higher or lower than overall.

SMILES | NR5A2 inv ag | TWEAK-Fn14 inh | TRAIL sens C8 | TROY signal inh | CF NFkB inh | NCOA3 inh | LMP1 NFkB inh | NCOA1 inh | Shn3 inh set2 | NR2F2 inh | KKLEB tox
C=CCNC(=O)NC(=O)COC(=O)/C(C#N)=C/c1cc(C)n(CC(C)C)c1C | -7.6 | -7.3 | -22.4 | -19.3 | -8.7 | -11.6 | 9.7 | -28.8 | 8.5 | 11.6 | 1.1
COc1cc(C(=O)N2CCN(c3ccc([N+](=O)[O-])cc3)CC2)ccc1OCc1c(C)noc1C | 9.6 | 73.0* | -14.8 | / | -5.6 | -2.2 | 15.5 | -9.8 | 27.4 | -7.5 | -4.8
Cc1cccc(C)c1OCc1nnc(SCC(=O)Nc2ccc(N3CCOCC3)cc2)o1 | 14.6 | 6.7 | 4.0 | 4.3 | 4.6 | -2.4 | -3.7 | -36.5 | 0.5 | -9.4 | 5.2
O=C1c2oc3ccccc3c(=O)c2C(c2cccnc2)N1Cc1ccco1 (stereo not given) | 10.8 | 4.6 | -10.5 | 12.1 | -8.1 | -0.1 | 1.4 | 9.9 | -1.5 | 4.8 | 0.9
Cc1cccc(C(=O)NC(NC(=S)Nc2ccc(S(N)(=O)=O)cc2)C(Cl)(Cl)Cl)c1 (stereo not given) | -10.2 | -4.5 | -0.6 | 6.6 | -3.4 | 10.4 | 2.8 | -23.7 | -8.6 | 1.4 | 1.2
N#C/C(=C\c1ccncc1)c1nc2ccccc2[nH]1 | -35.1 | 37.1 | 1.2 | -30.8 | 23.3 | -39.9 | 9.7 | -21.6 | -17.2 | 0.3 | -11.3
O=C(CSc1ncn[nH]1)Nc1ccc(S(=O)(=O)Nc2ncccn2)cc1 | -6.9 | 10.9 | -12.2 | -18.2 | 0.7 | -1.1 | 4.6 | -4.4 | 3.5 | -5.7 | -1.2
CCOC(=O)N1CCOCCOCCN(C(=O)OCC)CCOCC1 | -2.8 | -1.3 | -15.2 | 5.1 | 3.5 | 16.9 | -4.6 | -11.6 | -6.9 | -7.0 | 4.1
CCN(CC)CCn1c2c(c(SCC(=O)Nc3nc4ccc(C)cc4s3)nc1=O)CCC2 | -6.8 | 13.5 | 66.2* | -1.7 | 28.9 | -11.9 | 0.3 | -30.6 | -0.4 | -19.2 | 1.2
Cc1cc(=O)c2ccc(NC(=O)c3ccccc3)cc2[nH]1 | -9.8 | -10.3 | -4.9 | -14.4 | 3.1 | -3.4 | 0.0 | -18.1 | -6.4 | -8.3 | 9.7
COc1ccc(OCC(=O)NCc2n[nH]c(=O)c3ccccc23)cc1 | -24.4 | 17.2 | -16.3 | -13.8 | 4.1 | 15.6 | -11.6 | 2.0 | -16.0 | -13.0 | -3.2
COCCCN=Cc1c(C)[nH]n(-c2ccc(Br)cc2Br)c1=O | -5.4 | -11.4 | 36.6 | 5.7 | -2.7 | 11.1 | -3.7 | 0.6 | -4.2 | -1.6 | -3.9
Cc1cc(C)n(-c2ccc(C(=O)Nc3nc4ccccc4s3)cc2)n1 | -142.2 | 10.4 | 20.5 | -18.5 | -19.2 | -46.8 | -20.3 | -92.7 | -78.9 | -22.5 | 9.6
O=C(NCCN1CCOCC1)c1ccc2c(c1)N(Cc1ccccc1)C(=O)c1ccccc1S2 | 16.2 | -4.0 | -7.7 | 7.4 | -5.2 | 0.9 | -1.9 | -6.0 | 9.1 | -2.1 | 7.4
CC(NCc1cccs1)C(=O)Nc1cc(Cl)cc(Cl)c1 (stereo not given) | 3.8 | 2.8 | -3.3 | 5.8 | 21.9 | 11.9 | -15.2 | -17.3 | -46.2 | 12.9 | -8.6
O=C(C(=O)N1CCN(Cc2ccccc2)CC1)c1c[nH]c2ccccc12 | -23.7 | 2.3 | 0.6 | -16.9 | -0.9 | 3.2 | -4.4 | -8.8 | -1.9 | -7.7 | 8.0
O=C(CCS(=O)(=O)c1cccc2nsnc12)N1CCN(c2ccccc2F)CC1 | -9.6 | 11.1 | 12.0 | -6.6 | 0.9 | -3.3 | -5.4 | -0.4 | 13.1 | -13.1 | 1.7
CC1(C)C(=O)C2(CCCCC2)C(=O)OC1C(=O)c1ccccc1 (stereo not given) | 9.1 | 12.9 | -4.3 | -3.4 | 8.0 | 23.8 | 4.1 | -24.9 | 7.6 | 11.1 | -4.2
O=C(CN1CCCc2ccccc21)N/N=C/c1c(O)ccc2ccccc12 | -25.8 | 40.1 | 42.8 | 32.8 | 5.3 | -5.5 | 14.6 | -15.5 | 68.8 | 18.6 | -3.4
COC(=O)c1cc(OC)c(OC)cc1NC(=S)N1CCN(c2ccccc2)CC1 | 0.5 | -9.7 | 1.9 | -8.2 | -12.8 | -1.9 | 3.0 | -12.2 | 15.6 | -8.5 | -11.9
N#Cc1c2n(c(=S)n(-c3ccccc3)c1=O)CCCCC2 | 1.7 | 16.8 | 1.9 | 3.7 | 1.5 | 26.4 | -3.5 | -8.0 | 12.9 | 2.8 | 4.9
Cc1ccc(S(=O)(=O)N(CC(=O)N2CCc3ccccc3C2)c2ccc(Cl)c(Cl)c2)cc1 | 12.6 | 5.7 | 5.5 | 4.3 | 23.6 | 9.8 | 11.9 | -10.6 | -0.1 | -1.9 | -24.2
O=c1nc2n(c3c4c(sc13)CCC4)CCC2 | -3.7 | -1.4 | 6.0 | 0.5 | 1.2 | 8.3 | -10.4 | 2.1 | 10.2 | 9.4 | 1.3
O=C1/C(=C/c2ccncc2)SC(=S)N1Cc1ccccc1 | -3.4 | 46.5 | 15.1 | 27.0 | 25.0 | 24.9 | 42.6* | 8.0 | -0.8 | 9.5 | -17.2
CCN(CC)Cc1c(O)ccc2c1O/C(=C\C=C\c1ccccc1)C2=O | 10.2 | 62.6* | 5.2 | -8.9 | 21.7 | 6.8 | -82.9 | -22.7 | 94.9* | 26.3 | 4.3
COc1cc(CC(=O)OCC(=O)Nc2cc(S(=O)(=O)N3CCCC3)ccc2Cl)cc(OC)c1OC | 9.0 | -14.8 | 1.2 | 6.6 | -1.1 | -2.7 | 5.9 | -40.0 | 8.7 | 15.4 | 13.2
O=c1c2[nH]c3cccc(Cl)c3c2ncn1CC1CCCO1 (stereo not given) | -23.7 | 87.3* | 7.0 | 76.5* | -5.3 | -15.2 | -15.8 | -45.2 | -46.7 | -14.1 | -3.7
Cc1cccc(C)c1NC(=O)C1CCCN1C(=O)NCc1ccccc1 (stereo not given) | -2.4 | 15.7 | -2.6 | -31.9 | 13.6 | 4.9 | 2.1 | -71.3 | -26.1 | 5.0 | -4.2
O=C(COC(=O)c1ccc(S(=O)(=O)N2CCCC2)cc1)Nc1cccc(Cl)c1 | 0.6 | 9.1 | 2.9 | 6.8 | 2.6 | 4.2 | 3.9 | -16.7 | 1.6 | -5.9 | -3.0
COc1cc(CN2C(=O)C(C)ON=C2c2ccccc2F)cc(OC)c1 (stereo not given) | -5.3 | -5.1 | -7.4 | -0.7 | -13.5 | -25.9 | / | -13.5 | -24.8 | -37.0 | 13.6
C#Cc1cccc(C(=O)N2CCCC(Nc3cccc(F)c3)C2)c1 (stereo not given) | -2.5 | -4.5 | -20.0 | -2.5 | 15.4 | 5.5 | -2.8 | -23.8 | 6.6 | 0.1 | -2.9
CCN1CCN(S(=O)(=O)c2cccc([N+](=O)[O-])c2)CC1 | -2.2 | -5.8 | -2.1 | 6.3 | 7.7 | 8.5 | -10.5 | -21.8 | 7.0 | -10.2 | -1.0
CC(NC(=O)C1CCN(S(=O)(=O)c2ccc3nc4c(c(C(=O)O)c3c2)CCCC4)CC1)c1ccccc1 (stereo not given) | 0.0 | -18.4 | 7.5 | 12.6 | -26.2 | -25.8 | 11.4 | -41.9 | -33.8 | -15.2 | 8.5
Cc1cc(F)ccc1S(=O)(=O)Nc1ncnc2sc3c(c12)CCC3 | -9.4 | -3.7 | 1.7 | -3.9 | 0.8 | -11.2 | -1.4 | 7.6 | 6.9 | 26.1 | 3.1
Cc1cc(NC(=O)CSc2nnc(NC(=O)C3CC(=O)N(c4ccccc4)C3)s2)no1 (stereo not given) | 3.5 | -19.5 | -7.0 | -2.9 | 7.2 | 11.4 | 5.2 | -0.8 | -3.4 | 26.2 | -2.3
CC1CCN(S(=O)(=O)c2cccc(C(=O)Nc3nccs3)c2)CC1 | -5.8 | 23.5 | -3.7 | 12.7 | -6.0 | -3.0 | -2.5 | 5.2 | 6.1 | -20.8 | 0.8
O=C(c1ccco1)N1CCN(c2ccc([N+](=O)[O-])cc2F)CC1 | -35.4 | -1.9 | -14.6 | 1.0 | -26.4 | 4.7 | -4.5 | -30.9 | 1.4 | 8.0 | -1.0
Cc1ccc(S(=O)(=O)N(C)C)cc1NC(=O)CN1C(=O)NC2(CCCCCCC2)C1=O | 5.7 | 5.5 | -14.9 | -12.3 | 18.5 | -27.4 | -0.4 | -13.6 | 3.9 | 4.0 | 4.7
CCS(=O)(=O)n1nc(-c2ccccc2)nc1N | -2.6 | -6.4 | 10.1 | -1.9 | 6.2 | -8.2 | 8.6 | -2.0 | 0.6 | -4.6 | 16.3
CCNC(=O)C1CCCN(Cc2ccc(C(=O)OCC)cc2)CC1 (stereo not given) | 16.0 | -8.2 | -7.4 | 4.9 | 0.8 | 0.5 | / | -18.9 | -2.2 | -2.6 | 5.5
COc1ccc(CCNC(=O)N[C@@H](Cc2ccccc2)C(=O)O)cc1 | 4.2 | 37.1 | -7.9 | 15.0 | 7.5 | -8.6 | 2.4 | -1.6 | -5.4 | 6.0 | -5.9
CN(C(=O)c1cc2ccccc2o1)c1c(N)n(Cc2ccccc2)c(=O)[nH]c1=O | -3.9 | -25.4 | -0.3 | -2.8 | 24.7 | 16.1 | 4.4 | -26.8 | -7.0 | -19.3 | 0.9
O=C(NC1CC1)c1cccc2c1C(=O)c1ccc(N3CCC(Cc4ccccc4)CC3)cc1S2(=O)=O | 6.9 | 63.5* | 23.0 | 29.6 | -15.0 | 16.9 | 6.5 | -7.6 | 44.0 | 9.3 | -8.2
O=C(/C=C/c1ccccc1[N+](=O)[O-])NC1CCCC1 | -23.5 | 19.3 | -0.7 | -10.3 | 15.6 | -18.2 | 3.2 | -39.9 | -23.6 | 6.0 | -8.3
CC[n+]1c(C)n(-c2ccccc2)c2ccc(C(=O)OC)cc21 | 2.3 | -3.2 | -10.0 | -6.3 | 8.7 | 8.6 | -12.5 | 8.7 | -34.6 | -13.3 | -0.2
COc1ccc(NC(=S)NNC(=S)Nc2cccc(C(F)(F)F)c2)cc1 | -12.1 | -9.3 | -2.3 | 38.2 | -8.0 | 6.3 | -6.0 | 7.0 | / | -6.7 | 9.4
O=C(Nc1ccc2c(c1)OCO2)c1ccc2sc([C@H]3C[C@H](O)[C@@H](CO)O3)nc2c1 | -33.4 | -9.4 | 4.9 | -37.4 | 10.5 | -21.4 | / | -16.3 | -15.4 | -18.6 | -4.3
